BRCA1 expr up = activators of BRCA1 expression; 1.1% of 380,000 active; Potency, µM (titrated, usually from 46.1 µM), inactives show top-dose activation, most hits filed as activators; MCF7-BRCA1-FFLuc reporter, luminescence, 48 h; response scale: scaled: vehicle 0%, 10 µM genistein 100%; AID 624202; active means well fitted activation curve with a large enough effect; inconclusive means small, poorly fitted or top-dose-only effect; inactive means no such curve, though single readings can be large or run the other way; further: nearly all actives have a fitted effect of over 80% in size; some results filed as inactive show a strong effect at the top dose
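Using MCF7 cells harboring a BRCA1 firefly luciferase reporter, plated 2 h before compound pinning, the screen measured luminescence after 48 h incubation. Responses were normalized to DMSO and 10 microM genistein, then fitted for concentration-effect.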
* = called active by the depositor; ? = inconclusive. Potency means the concentration at half of the fitted maximal effect. Only part of the results is shown; count on the stated rates, not on these rows.

canonical_smiles	BRCA1 expr up
OCC[C@@H]1C[C@H](O)[C@@H](O)[C@@]2(OCCCc3cc(Cl)ccc32)O1	3.5%
COc1cc(OC)cc(-c2cc3nc(C)c(CCC(=O)Nc4ccccc4OC)c(C)n3n2)c1	-42.4%
CCOC(=O)N1CCN(/[N+]([O-])=N/OCOC)CC1	0.0%
CCOc1ccc2c(c1)c(=O)c(C(=O)c1ccc(CC)cc1)cn2CC(=O)Nc1ccc2c(c1)OCCO2	0.6%
COCCn1c(SCC(=O)c2c[nH]c3ccccc23)nc2cc(C(=O)NC(C)C)ccc2c1=O	-6.5%
O=C1NCCN1CCNc1nc(NCC2CC2)nc2cc(-c3ccccc3)sc12	1.2%
COc1cc(NC(=O)c2ccc(-c3c(C)noc3C)c3ccoc23)cc(OC)c1OC	-25.8%
CC1=C(C(=O)Nc2ccccc2Cl)C(c2cccc(O)c2)n2ncnc2N1 (stereo not given)	21.1%
Cc1ccc(C)c(S(=O)(=O)n2nc(C)c(S(=O)(=O)N3CCC(C)CC3)c2C)c1	19.9%
COc1cc(CN2C[C@@H](CO)O[C@@H](n3cnc4c(NCc5ccco5)ncnc43)C2)cc(OC)c1OC	7.0%
COc1ccc(NC(=O)C2(C)Cc3c(-c4ccccc4)ccnc3O2)cc1OC (stereo not given)	-12.9%
Cn1c(=O)c2c(-c3ccccc3)n(-c3ccc(N)cc3)cc2n(C)c1=O	-27.0%
CC(C)C[C@H]1CNC(=O)C(=O)N1C[C@H]1CCCN1C[C@H](CC(C)C)N1C[C@H](CC(C)C)N(CCc2ccccc2)C(=O)C1=O	-15.5%
Cc1nc2c(-c3ccc(F)cc3)c(C)nn2c(C)c1CCC(=O)NCc1ccc(F)cc1	-14.1%
O=C(Nc1c(-c2ccc(F)cc2)nc2ccccn12)c1ccccc1F	1.2%
CC(C)C[C@H](NC(=O)CC[C@H]1O[C@@H](n2ccc(=O)[nH]c2=O)[C@H](O)[C@@H]1O)C(=O)O	-6.3%
CC(C)C1Cc2[nH]c(=S)[nH]c(=O)c2C(c2ccc(Cl)cc2)O1 (stereo not given)	-0.5%
Cc1ccccc1CNC(=O)C(C)N(c1ccccc1)S(C)(=O)=O (stereo not given)	7.4%
CCOC(=O)Cn1cc2c(c1-c1ccc(Cl)cc1)c(=O)n(C)c(=O)n2C	-39.1%
CCCCN(C)C(=O)CSc1nc2ccccc2nc1Cc1ccc(C)cc1	0.0%
Cc1ccc(CNC(=O)c2c[nH]n3c(=O)c(Cc4ccc(Cl)cc4)c(C)nc23)cc1	-39.2%
Cc1ccc2c(c1)-c1onc(C(=O)N3CCN(c4cccc(C)c4C)CC3)c1CO2	-7.6%
O=C(CSc1nc(=O)n(Cc2ccco2)c2c1CCC2)Nc1ccccc1C(F)(F)F	-21.5%
COc1ccc(-c2nnn3c2nc(NCc2ccc(C)cc2)c2ccccc23)cc1	-18.2%
CCOC(=O)Cn1c(=O)n(CC2CCCO2)c2nc(-c3ccccc3F)nc(C(N)=O)c21 (stereo not given)	12.4%

Three compounds drawn at random from the list so far, as already listed:
canonical_smiles	BRCA1 expr up
Cc1ccccc1CNC(=O)C(C)N(c1ccccc1)S(C)(=O)=O (stereo not given)	7.4%
Cn1c(=O)c2c(-c3ccccc3)n(-c3ccc(N)cc3)cc2n(C)c1=O	-27.0%
CCOC(=O)Cn1c(=O)n(CC2CCCO2)c2nc(-c3ccccc3F)nc(C(N)=O)c21 (stereo not given)	12.4%

(further entries)
canonical_smiles	BRCA1 expr up
O=C(Nc1ccccc1Cl)c1cc(C2CCCN(C(=O)C3CCCCC3)C2)on1 (stereo not given)	18.8%
COc1ccc(NC(=O)CSc2cn(CCNC(=O)c3ccc(OC)cc3)c3ccccc23)cc1	11.8%
O=C(CBr)c1ccc(Oc2ccc(C(=O)C[n+]3ccccc3Cl)cc2)cc1	-5.6%
COCCNC(=O)C1(C)CCN(C(=O)c2cc(-c3ccccc3)cs2)C1 (stereo not given)	0.3%
CCC(C)NC(=O)Cn1c(=O)n(Cc2ccc(C(=O)NCCCOC)cc2)c(=O)c2ccccc21 (stereo not given)	1.9%
COc1ccc(-c2cc(C(F)(F)F)nc(SCC(=O)NCc3ccc(F)cc3)n2)cc1	0.0%
CC(C)(CO)CNc1ccn2nccc2n1	12.5%
COc1ccc(-c2nc3c4ccccc4ccn3c2Cc2ccccc2)cc1OC	-39.6%
CC(=O)N1CCN(Cc2cc(=O)oc3cc(C)ccc23)CC1	13.6%
CC(C)c1ccc(NC(=O)C2CCN(S(=O)(=O)c3cccc4nonc34)CC2)cc1	4.8%
CCOc1ccc(NC(=O)c2cnc(Nc3ccccc3OC)c3ccccc23)cc1	49.1%
Cc1ccccc1Nc1c(-c2ccccc2)nc2cccc(C)n12	12.3%
COc1cccc(/C=C/c2ccnc3ccccc23)c1OC	?
COc1ccc(-c2cc(C(F)(F)F)nc(NCc3ccc(F)cc3)n2)cc1	-4.3%
CCc1ccc(CNC(=O)C2Cc3cc(S(=O)(=O)N4CCCCCC4)ccc3N2C(C)=O)cc1 (stereo not given)	-4.0%
COc1cc2c(NC3CCN(C(C)C)CC3)nc(N3CCCN(C)CC3)nc2cc1OCCCN(C)C	-10.8%
Cc1cccc(C(=O)Nc2ccccc2OCc2cc(=O)n3c(C)csc3n2)c1	4.8%
OC[C@@H]1CN(Cc2ccc(F)cc2)C[C@H](n2cnc3c(NC4CCCC4)ncnc32)O1	-8.8%
Cc1ccc(CCNC(=O)CCn2nc(-c3ccc(Cl)cc3)ccc2=O)cc1	12.8%
CCCCNC(=O)C1(C)CCCCN1Cc1ccccc1-c1ccccc1 (stereo not given)	-51.0%
COc1cccc(-c2cnc(C(O)c3ccc(C)cc3)[nH]2)c1 (stereo not given)	17.9%
COc1ccc(Cl)cc1CC1(C)C(=O)Nc2ccc(S(=O)(=O)NC3CCCCC3)cc21 (stereo not given)	-9.4%
COc1ccc(-n2c(SCC(=O)c3ccccc3)nc3c([nH]c4ccccc43)c2=O)cc1	-4.2%
Cn1c(NCc2ccccc2F)nc2cc(-c3cccc(C(F)(F)F)c3)sc2c1=O	-28.1%
CCOc1cc2c(c3c1C(c1ccccc1)N(S(=O)(=O)c1ccc(C)cc1)C3)C(=O)C=CC2=O (stereo not given)	-26.5%

(continued)
canonical_smiles	BRCA1 expr up
O=C(Nc1ccc(F)cc1F)C1CCN(c2ncccn2)CC1	-12.5%
COc1ccc(-c2ccc(C(=O)Nc3cccc(C(C)=O)c3)c3occc23)c(C)c1	9.0%
CCN(Cc1ccccc1)c1ccc(/C=C/c2nccc3ccccc23)cc1	-14.4%
Cc1nc2c(-c3ccccc3)c(C)nn2c(C)c1CCC(=O)NCc1ccccc1Cl	1.5%
CN(C)c1ccc(-c2csc(C(C)(O)c3cccc(F)c3)n2)cc1 (stereo not given)	24.0%
NCCCN(Cc1ccc(Cl)c(Cl)c1)c1ccc(Br)cn1	-61.1%
COc1ccc(C(=O)CSc2nc3cc(C(=O)NC4CCCC4)ccc3c(=O)n2CC2CCCO2)cc1 (stereo not given)	23.7%
CCCCc1ccc(S(=O)(=O)NC(=O)C2(C)CCN2C(=O)c2ccccc2)cc1 (stereo not given)	11.4%
COc1cccc(C(NC(=O)C2CCN(CCCOc3ccccc3)CC2)c2ccccn2)c1 (stereo not given)	-9.1%
O=C1Nc2ccccc2N=C(c2ccc3c(c2)OCO3)C1N(C(=O)c1ccc2ccccc2c1)C1CC1 (stereo not given)	-4.0%
COCCN1C(=O)c2oc3ccc(C)cc3c(=O)c2C12C(=O)N(C)c1ccccc12 (stereo not given)	0.0%
COC(=O)[C@@]1(C(C)C)N=C(c2cc(OC)c(OC)c(OC)c2)[C@]2(O1)C(=O)Nc1ccc(F)cc12	0.0%
C=CCCC(=O)N1C[C@H]2CCN(C)[C@H]2C[C@H]1c1ccc(Br)cc1	-3.2%
CN1CCN(c2ccc(-c3cccc4nccn34)cn2)CC1	7.8%
Cc1ccc(CN(C(=O)c2ccc(OCC(C)C)cc2)c2ccccn2)o1	6.2%
O=C1c2ccccc2NC(c2cc(Br)c3c(c2)OCO3)N1Cc1ccco1 (stereo not given)	-25.5%
Cn1c(=O)c2cc(NC(=O)Cc3ccccc3F)ccc2n1-c1ccc(C(C)(C)C)cc1	-51.9%
COc1cccc(CN2C(=O)C3(SCC(=O)N3c3ccc(C)c(Cl)c3)c3ccccc32)c1 (stereo not given)	-54.8%
c1ccc(OCCNc2ccn3nc(-c4ccccc4)cc3n2)cc1	?
Cc1cc2nc(-c3nnnn3-c3c(C)cccc3C)c(=O)[nH]c2cc1C	-30.9%
CCOC(=O)c1noc2ncnc(NCc3ccccc3OC)c12	14.3%
O=S1(=O)CC(N2CCN(CCO)CC2)CN1Cc1cn(Cc2ccc(C(F)(F)F)cc2)nn1 (stereo not given)	-5.5%
COc1ccc(-c2cc3c(c4c2ccn4C)C2CCC3C2)cc1 (stereo not given)	10.6%
COc1ccc(N2CCN(C(=O)CCc3c(C)nc4cc(-c5cccc(F)c5)nn4c3C)CC2)cc1	0.0%
COc1cccc(N2CCN(c3ncnc4c3nc3n4CCCCC3)CC2)c1	-58.2%

Entries shown so far containing a thiophene ring, fused or not (3):
canonical_smiles	BRCA1 expr up
O=C1NCCN1CCNc1nc(NCC2CC2)nc2cc(-c3ccccc3)sc12	1.2%
COCCNC(=O)C1(C)CCN(C(=O)c2cc(-c3ccccc3)cs2)C1 (stereo not given)	0.3%
Cn1c(NCc2ccccc2F)nc2cc(-c3cccc(C(F)(F)F)c3)sc2c1=O	-28.1%

Going on with the list.
canonical_smiles	BRCA1 expr up
COc1ccc(Cl)cc1-c1cc(C(=O)Nc2ccc(C(C)(C)C)cc2)[nH]n1	-28.2%
CC(=O)C(=Cc1ccc(Cl)cc1)C(=O)c1ccccc1	-46.4%
CCN(CC)c1ccc(NC(=O)CCCN2C(=O)C(c3ccccc3)Oc3cccnc32)c(C)c1 (stereo not given)	11.5%
CC(C)NC(=O)C1(C#N)C=C1c1ccccc1 (stereo not given)	-18.7%
CC(C)(C)c1ccc(/C=C/C(=O)Nc2ccc(S(N)(=O)=O)cc2)cc1	-43.5%
COc1ccc(-c2nc3ccc(Cl)cn3c2Cc2ccccc2)cc1OC	15.9%
CC(=O)Nc1cccc(-c2ccnc3c2CC(C(=O)NCc2ccncc2)O3)c1 (stereo not given)	-5.3%
COc1ccc(C(c2nnnn2-c2c(C)cccc2C)N2CCN(C/C=C/c3ccccc3)CC2)cc1 (stereo not given)	-0.1%
CN(Cc1ccccc1)/[N+]([O-])=N/Oc1ccc([N+](=O)[O-])cc1[N+](=O)[O-]	-46.8%
CCC(C(=O)Nc1cccc(C#N)c1)n1nc(-c2ccccc2)ccc1=O (stereo not given)	0.0%
C=CCNC(=O)c1cnn2c1NC(=C)C=C2C	-5.3%
Cc1cc(C)cc(C(O)c2ncc(-c3ccccc3C)[nH]2)c1 (stereo not given)	-12.4%
CCOC(=O)[C@]12CCCC=C1N(Cc1ccc3c(c1)OCO3)C(=O)[C@H](CC(=O)N1CCC(c3ccccc3)CC1)C2	-3.5%
CCn1c(C(=O)NCc2ccccc2Br)cc2oc3ccccc3c21	25.8%
C[C@H]1CN([C@@H](C)CO)C(=O)CCCn2cc(nn2)CO[C@@H]1CN(C)C(=O)Nc1ccc(-c2cccs2)cc1	8.3%
CC(C)c1ccc(C2NC(=O)c3n[nH]c(-c4cccs4)c32)cc1 (stereo not given)	-14.2%
Cc1cc(C)c(NC(=O)CSc2ncc(S(=O)(=O)c3ccc(C(C)(C)C)cc3)c(=O)[nH]2)c(C)c1	-41.6%
COc1ccc(C(C)C)cc1-c1cccc2nncn12	20.3%
Cc1c(Cl)cccc1NS(=O)(=O)c1ccc(-c2cnc(C3CC3)o2)cc1	-62.4%
COCCCN1C(=O)C(CC(=O)NCc2ccco2)CC(C(=O)N(C(C)C)C(C)C)=C1C (stereo not given)	4.9%
Cc1cccc(C)c1NC(=O)C(c1ccccc1)N1CCC(Cc2ccccc2)CC1 (stereo not given)	0.0%
CCC(C)NC(=O)CSc1nc2c(sc3ccccc32)c(=O)n1CCc1ccc(OC)c(OC)c1 (stereo not given)	2.0%
CN1OC[C@@H]2CN(S(=O)(=O)c3cccc4ccccc34)[C@H](c3ccc(N4CCCCC4)cc3)C[C@@H]21	-24.9%
O=C(Nc1ccc(Oc2ccccc2)cc1)c1csc([C@@H]2O[C@H](CO)[C@H](O)[C@H](O)[C@H]2O)n1	12.2%
COCCn1c(SCC(=O)Nc2ccc(C(F)(F)F)cc2)nc2c([nH]c3ccccc32)c1=O	-0.3%

3 structures out of the list, ordered by molecular weight, ascending:
canonical_smiles	BRCA1 expr up
COc1ccc(-c2nc3ccc(Cl)cn3c2Cc2ccccc2)cc1OC	15.9%
COc1ccc(-c2nnn3c2nc(NCc2ccc(C)cc2)c2ccccc23)cc1	-18.2%
O=C(Nc1ccccc1Cl)c1cc(C2CCCN(C(=O)C3CCCCC3)C2)on1 (stereo not given)	18.8%

The listing continues:
canonical_smiles	BRCA1 expr up
CN1CCN(c2ccc(CNC(=O)c3ccc(-c4ccc(F)c(F)c4)c4ccoc34)cc2)CC1	3.2%
CNc1nc(NCCCN2CCCC2=O)c2sccc2n1	-27.8%
CC(C)(C)c1ccc(C(=O)Nc2ccc(OCc3cc(=O)n4ccsc4n3)cc2)cc1	14.0%
COc1ccc(-c2nc(=N)sn2-c2ccccc2)cc1	4.0%
Cc1cccc(C)c1Cn1c(C)c(C(=O)NCc2cccc(Cl)c2)sc1=O	-25.4%

Screening results: PubChem, National Center for Advancing Translational Sciences (NCATS)
